# High-throughput results as filed in PubChem BioAssay.
# RXFP1 antag – antagonists of human relaxin receptor RXFP1 | Q9HBX9 | HEK293-RXFP1, relaxin-stimulated cAMP HTRF, 30 min; active compounds read low | activity change, negative = inhibition, % at 57.5 µM | actives 0.59% (n = 350,000);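 active = activity change of -60% or lower, but not beyond a set lower limit; inconclusive = change between -60% and -40%, or beyond the set limit; inactive = change above -40%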; also: % is scaled to controls: 0 for no effect and ±100 for the full control effect
# D2 potentiator – D2 dopamine receptor (human) potentiation; HEK293 T-REx D2, calcium flux, EC20 dopamine potentiation; actives 0.34% (n = 340,000); P14416; potentiation, % at 10 µM; AID 485347;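 active = potentiation over 3 SD above the plate norm, cut at about 30% in these data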; also: 0% is about no effect
# Target sequence (P14416 whole entry, looked up): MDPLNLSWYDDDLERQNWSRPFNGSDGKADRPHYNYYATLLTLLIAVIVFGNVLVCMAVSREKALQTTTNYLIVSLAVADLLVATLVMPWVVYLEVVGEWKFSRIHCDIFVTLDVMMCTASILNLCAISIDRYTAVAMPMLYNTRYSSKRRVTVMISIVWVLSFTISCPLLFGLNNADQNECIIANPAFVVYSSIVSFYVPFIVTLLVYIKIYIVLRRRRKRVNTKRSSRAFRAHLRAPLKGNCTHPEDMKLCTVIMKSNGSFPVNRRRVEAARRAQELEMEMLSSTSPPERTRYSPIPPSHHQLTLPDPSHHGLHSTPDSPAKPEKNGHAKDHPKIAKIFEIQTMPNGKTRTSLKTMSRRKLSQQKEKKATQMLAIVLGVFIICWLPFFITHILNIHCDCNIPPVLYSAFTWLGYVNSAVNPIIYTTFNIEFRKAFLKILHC
#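 Cells plated with tetracycline inducer and held overnight at 30 C; calcium dye loaded 30–90 min at room temperature; baseline taken, compound added and read 180 s; EC20 dopamine then added and read 180 s.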
# D1 agonist – activates the human D1 dopamine receptor | P21728 | HEK293 T-REx D1 cells, calcium flux, agonist mode | activation, % at 2 µM | actives 1% (n = 360,000) | AID 504660; also: 0% is about no effect
# Target sequence (P21728 whole entry, looked up): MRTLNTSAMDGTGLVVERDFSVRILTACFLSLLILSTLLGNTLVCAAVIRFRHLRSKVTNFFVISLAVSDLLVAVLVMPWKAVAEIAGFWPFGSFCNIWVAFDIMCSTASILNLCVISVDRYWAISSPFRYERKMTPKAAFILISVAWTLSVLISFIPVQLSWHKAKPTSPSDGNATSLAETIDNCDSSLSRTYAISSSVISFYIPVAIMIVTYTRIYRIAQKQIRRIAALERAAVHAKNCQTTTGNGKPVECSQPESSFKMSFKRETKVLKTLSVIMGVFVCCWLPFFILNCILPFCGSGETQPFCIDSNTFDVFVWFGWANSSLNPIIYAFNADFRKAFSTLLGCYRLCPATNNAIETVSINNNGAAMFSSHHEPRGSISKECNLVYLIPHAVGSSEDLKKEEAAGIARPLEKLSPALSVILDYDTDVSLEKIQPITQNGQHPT
#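 Agonism was scored from calcium flux recorded over 180 s (1 read/s) after pintool compound addition, following a 10-cycle baseline. Cells were inducible force-coupled HEK293 TREx D1, plated overnight at 30 C and loaded with no-wash calcium dye.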
# D2 ag – agonists of human D2 dopamine receptor | P14416 | HEK293 T-REx D2 cells, calcium flux agonist mode | activation, % at 2 µM | actives 0.53% (n = 340,000) | AID 485358;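 active = activation over 3 SD above normal in the single-dose calcium agonist read, cut at about 30% in these data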; also: 0% is about no effect
#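 HEK293 Trex D2 cells, tetracycline-induced, o/n 30 C 5% CO2; no-wash Ca dye, RT 30–90 min; 10-cycle baseline, 23 nl cpd added, kinetic Ca read 180 s; agonist hits = positive Ca response.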
# TRHR PAM – allosterically enhances the human TRH receptor | actives 0.66% (n = 360,000) | AID 493056 | P34981 | enhancement, % at 2 µM | TRHR cells, fluo-8 calcium fluorescence, EC20 TRH enhancement; in the data active = enhancement above about 30%; also: 0% is about no effect
#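 TRHR-expressing cells loaded with fluo-8 calcium dye were read kinetically (ex 480/em 530) during compound addition, then stimulated with an EC20 of TRH (10 nM final). Enhancement of the Gq-mediated intracellular calcium response was scored.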
# D2 antag – antagonists of human D2 dopamine receptor; P14416; HEK293 TREx D2 cells, calcium flux, dopamine EC80; inhibition, % at 10 µM; actives 2% (n = 340,000); AID 485344; in the data active = inhibition above about 30%; also: 0% is about no effect
#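 Dopamine at EC80 is the agonist stimulus; test compounds precede it by 180 s. Calcium flux read kinetically in a force-coupled, inducible HEK293 T-REx D2 cell line.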
# D1 antagonist – blocks dopamine activation of the human D1 receptor. activity change, negative = inhibition, % at 10 µM. HEK293 TREx D1 cells, calcium flux, dopamine EC80; active compounds read low. P21728. actives 3.2% (n = 360,000); in the data active = activity change below about -30%; also: % is scaled to controls: 0 for no effect and ±100 for the full control effect
#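 Compound effects on dopamine-evoked calcium signalling were measured in tetracycline-induced HEK293 Trex D1 cells. Dopamine at EC80 followed a 180 s compound pre-read, and fluorescence was tracked kinetically for 180 s more.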
# D1 potentiator – human D1 dopamine receptor positive modulation | HEK293 TREx D1 cells, calcium flux, dopamine EC20 potentiation | P21728 | actives 0.036% (n = 360,000) | potentiation, % at 10 µM; in the data active = potentiation above about 30%; also: 0% is about no effect
# TRHR ag – agonists of human TRH receptor | P34981 | TRHR cells, calcium flux fluo-8, FDSS agonist mode | activation, % at 2 µM | actives 0.18% (n = 360,000) | AID 493084; also: 0% is about no effect
#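 Steps: seed TRHR cells overnight; add fluo-8 no-wash Ca dye, RT 30 min–1.5 h; record 10 s baseline; pin-transfer compounds; monitor fluorescence 1 cycle/s for the agonist window. Calcium increases flag candidate agonists.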
# * hit, by the source's call; ? = inconclusive; nt = no result given; & = joins results of further samples. Rule as the data show it, unless noted: active = activation above about 30%; inactive = the rest.
# Start of the listing, in advance (7 entries):
SMILES,RXFP1 antag,D2 potentiator,D1 agonist,D2 ag,TRHR PAM,D2 antag,D1 antagonist,D1 potentiator,TRHR ag
Cc1ccc(C)c(N2CCN(C(=O)Cn3nc(C)c4sc5ccccc5c4c3=O)CC2)c1,-4,-5,2,-0.8,-4,nt,6,0,-0.5
Cc1c(C#N)c(O)[nH]c(=O)c1N=Nc1ccc(Cl)c(C(=O)O)c1,6,10,1,-0.2,7,0,9,-4,0.3
CC(=O)c1cccc(CN2CCCC(C(=O)Nc3cccc(-n4cccn4)c3)C2)c1 (stereo not drawn),-16,-24,7,0.6,-5,22,2,-5,0.2
CCc1ccc(N(C(=O)c2csnn2)C(C(=O)NC2CCCC2)c2cccnc2)cc1 (stereo not drawn),6,11,3,-0.3,2,-14,0,-7,-1.7
CCOC(=O)c1ccc(NS(=O)(=O)c2ccc3[nH]c(=O)[nH]c3c2)cc1,-21,-8,2,0.9,-7,13,14,-2,0.3
O=S(=O)(NCCSc1nc2ccccc2o1)c1ccccc1,-10,6,7,-0.6,3,0,-33*,-3,-0.5
O=C(Cc1ccccc1)Nc1sc2c(c1C(=O)Nc1ccc(Cl)cc1)CCCC2,-28,-11,6&1,-0.3,1&-1,nt,28&-3,6&11,1.4&0.6

# The list itself, previewed entries included:
SMILES,RXFP1 antag,D2 potentiator,D1 agonist,D2 ag,TRHR PAM,D2 antag,D1 antagonist,D1 potentiator,TRHR ag
Cc1ccc(C)c(N2CCN(C(=O)Cn3nc(C)c4sc5ccccc5c4c3=O)CC2)c1,-4,-5,2,-0.8,-4,nt,6,0,-0.5
Cc1c(C#N)c(O)[nH]c(=O)c1N=Nc1ccc(Cl)c(C(=O)O)c1,6,10,1,-0.2,7,0,9,-4,0.3
CC(=O)c1cccc(CN2CCCC(C(=O)Nc3cccc(-n4cccn4)c3)C2)c1 (stereo not drawn),-16,-24,7,0.6,-5,22,2,-5,0.2
CCc1ccc(N(C(=O)c2csnn2)C(C(=O)NC2CCCC2)c2cccnc2)cc1 (stereo not drawn),6,11,3,-0.3,2,-14,0,-7,-1.7
CCOC(=O)c1ccc(NS(=O)(=O)c2ccc3[nH]c(=O)[nH]c3c2)cc1,-21,-8,2,0.9,-7,13,14,-2,0.3
O=S(=O)(NCCSc1nc2ccccc2o1)c1ccccc1,-10,6,7,-0.6,3,0,-33*,-3,-0.5
O=C(Cc1ccccc1)Nc1sc2c(c1C(=O)Nc1ccc(Cl)cc1)CCCC2,-28,-11,6&1,-0.3,1&-1,nt,28&-3,6&11,1.4&0.6
COC(=O)c1cc(OC)c(OC)cc1NC(=O)CCC1CCCC1,-7,nt,3,nt,6,nt,-8,-2,-0.1
CCOC(=O)c1nn(-c2ccc(OCC)cc2)c2nc(CC(C)C)c(C#N)c(=O)n12,12,0,3,0.7,-3,7,18,0,0.7
Cc1nn(C(C)C(=O)NC(C)CCc2ccccc2)c(=O)c2cc3occc3n12 (stereo not drawn),-10,-8,0,0.0,-8,-8,-21,4,-0.2
COc1ccc(OC)c(NC(=O)Nc2ccccc2C)c1,-3,-10,3,-0.6,1,16,-18,-18,-0.4
COC(=O)c1cc(-c2ccccc2)sc1NC(=O)c1cc(C)on1,nt,3,2,0.5,-1,1,-14,-4,1.2
CC(C)(C)C1=CC(=Nc2ccccc2N)C=C(C(C)(C)C)C1=O,-7,-1,2,-0.3,4,19,-20,9,0.2
Cc1ccc(-n2ncc3c(NNC(=O)c4cccs4)ncnc32)cc1,-28,-1,7,0.0,-4,-20,5,-11,-1.4
Cc1cc2cc(CNC(=O)C(C)Oc3ccccc3)ccc2n1C (stereo not drawn),7,-6,2,0.0,-4,-10,-3,3,0.4
CCCCCC(=O)N1CCN(c2ccc(C(C)=O)cc2F)CC1,0,-7,5,-0.9,-5,10,-28,-2,-0.2
Cc1cnn(C(=O)c2cc(-c3ccccn3)nc3ccc(Cl)cc23)c1,-2,2,2,-0.9,-11,-11,14,-10,0.4
COc1ccccc1N1CCN(Cc2c[nH]c3ccccc23)CC1,-10,-17,12,-0.2,-1,48*,5,-3,0.3
CCOc1ccc(S(=O)(=O)NCc2ccncc2)cc1NC(=O)c1ccccc1F,2,nt,2,nt,1,nt,10,-3,0.5
O=C1Nc2cc(C(=O)NCCCN3CCCC3)ccc2S/C1=C/c1ccccc1F,-8,5,7,0.0,1,3,-14,-6,0.6
COc1ccc([C@@H]2[C@@H]3C(=O)N(C(C)(C)C)C(=O)[C@@H]3[C@]3(CC(C)C)C(=O)N(c4cccc(F)c4)C(=O)N23)cc1,nt,14,3,-0.5,0,4,10,-6,0.3
Cc1ccc(C2=NN(C)c3nc4ccccc4n3C2)cc1,10,1,1,-0.2,0,-5,2,-1,-0.2
COCCn1c(C)cc(C(=O)COC(=O)c2ccc[nH]c2=O)c1C,1,4,1,-0.3,1,62*,-14,-6,0.1
CCc1ccc(OCC(=O)NCCN(C)C)c(Br)c1,-18,-7,1,0.5,9,5,-34*,1,-0.5
CCN(C(=O)CSc1ncccc1C(=O)O)C1CCCCC1,14,3,3,-0.1,-3,2,5,4,-0.4
CCOc1cccc(/C=C/C(=O)O)c1,-2,-1,1,-0.1,5,-7,2,-3,0.6
COc1ccccc1C(=O)NCCN1CCN(C(=O)c2ccccc2OC)CC1,5,10,3,0.0,-8,-16,-15,-4,-0.5
CCc1nnc(NS(=O)(=O)c2ccc(NC(=S)NC(=O)c3ccc(F)cc3)cc2)s1,2,2,2,0.8,-1,0,18,-1,-0.3
COC(=O)c1cc(C)nc(Sc2ccccc2N)n1,?,4,2,-0.3,3,-15,2,-3,0.0
O=C(Nc1ccc(F)cc1F)c1cc(-c2ccco2)nc2ccccc12,3,6,1,-1.7,8,4,-5,12,0.8
Cc1ccc(S(=O)(=O)N2CCOCC2)cc1-c1n[nH]c(=S)n1-c1ccccc1,-25,8,1,0.1,15,-14,-25,-1,1.4
Fc1ccc(CNc2nc(-c3cccnc3)nc3ccccc23)cc1,-9,1,1,3.3,1,-7,8,7,3.1
CC(=O)NC(C)c1nc2ccccc2n1Cc1ccccc1Cl (stereo not drawn),-3,-1,-1,0.4,-6,nt,-14,-3,0.2
O=C(Cn1cnc2ccccc2c1=O)N1CCN(S(=O)(=O)c2ccc(F)cc2)CC1,-6,13,1,0.6,2,-3,-7,5,0.1
COc1ccc(N2CCN(c3ncnc4onc(C)c34)CC2)cc1,-1,-10,21,1.2,-9,nt,-36*,-9,0.9
CCCC(=O)Nc1cc2c3c(c1)CC(=O)N3CCC2,-10,1,2,0.9,-7,-7,8,-1,0.3
Cc1ccc(S(=O)(=O)N2CCC(C(=O)NCc3cccnc3)CC2)cc1,-8,-3,0,0.1,-5,7,4,1,-0.1
CCOc1ccc(CN2CCN(c3ncnc4sc5c(c34)CC(C)CC5)CC2)cc1 (stereo not drawn),-6,-13,-2,-0.5,1,nt,-33*,-1,0.4
Cc1cc(C)c2c(N)c(C(=O)c3cccc(Cl)c3)sc2n1,nt,-2,0,-0.5,1,8,-17,0,-0.7
COc1cccc(NC(=O)CN(c2ccccc2OC)S(=O)(=O)c2cccs2)c1,2,-3,9,0.0,3,-19,-4,-8,0.2
COc1ccc(C(CCNCc2ccc(OC)c(OC)c2)c2ccc(F)cc2)cc1 (stereo not drawn),-4,1,26,2.1,-2,6,-3,3,0.5
Cc1cc(=O)n2nc(N3CCC(C(=O)NCC(C)c4ccccc4)CC3)sc2n1 (stereo not drawn),-22,-4,0,0.8,-3,-5,11,-4,0.1
CCc1noc(C)c1C(=O)OC(C)C(=O)NCc1ccc(OC)cc1 (stereo not drawn),6,3,-2,0.7,-3,-11,-9,2,-0.3
CC1=NNC(=O)C1CCC(=O)N/N=C/c1ccco1 (stereo not drawn),16,1,2,0.2,1,5,-4,0,0.3
Cc1cc(C)c2c(=O)nc(SCc3ccccc3C)n(C3CC3)c2n1,1,7,0,nt,2,nt,2,-1,-0.5
O=C(CCS(=O)(=O)Cc1ccc(Cl)cc1)NCCc1ccccc1,19,nt,0,-0.9,9,1,-1,-3,-0.2
COc1ccc(-c2nc3ccccc3o2)cc1NC(=O)c1cccnc1,nt,nt,0,0.2,0,nt,0,-2,-1.8
O=S(=O)(Nc1ccc(N2CCOCC2)cc1)c1c(F)cc(F)cc1Br,3,10,5,0.1,2,13,4,9,0.1
COc1ccc2c(CNCc3cccs3)c(C(=O)O)n(Cc3ccc(F)cc3Cl)c2c1,nt,-23,0,0.4,-1,nt,-5,0,0.4
CSc1ccccc1C(=O)Nc1ccccc1C(=O)NC(C)C,-8,0,0,-1.0,-8,5,0,-9,-0.5
NC(=S)NN=C(c1ccccc1)c1ccccc1,3,-5,2,1.4,9,3,-5,-4,0.1
O=C(N/N=C/C(Br)=C/c1ccccc1)c1cc(-c2ccco2)[nH]n1,-81*,-3,1,-0.1,0,-4,-21,-4,0.6
O=C(Nc1ccccc1C(=O)OCc1cc(=O)n2ccsc2n1)c1ccccc1Cl,-7,5,-2,nt,-2,nt,2,0,-1.0
Cc1nn(-c2ccccc2)c2sc(C(=O)NC3CC3)cc12,-1,12,0,-0.6,5,4,4,5,-0.4
Nc1c(Cl)ncnc1N/N=C/c1ccccn1,-30,1,3,1.0,-2,0,-4,-3,0.1
N/C(=N\OC(=O)/C=C/c1ccccc1)c1ccncc1,-6,nt,1,-0.5,5,3,-14,-3,0.2
COc1cccc(Cn2c(=O)n(-c3cc(C)cc(C)c3)c(=O)c3oc4ccccc4c32)c1,4,-1,2,-1.1,-1,nt,-11,-5,0.5
COc1ccccc1NS(=O)(=O)c1ccc(NN=C2CCCC2)c([N+](=O)[O-])c1,2,3,3,-0.8,3,34*,-11,-2,0.6
COc1ccc(NC(=O)CSc2ccc3nnc(-c4ccccn4)n3n2)c(OC)c1,-3,10,1,0.4,3,-10,-4,-4,-0.2
C/C(CC(=O)Nc1cccc(Cl)c1Cl)=N\NC(=O)c1ccccc1C,-12,10,3,-0.3,0,15,-43*,-7,0.2

# Other structures:
SMILES,RXFP1 antag,D2 potentiator,D1 agonist,D2 ag,TRHR PAM,D2 antag,D1 antagonist,D1 potentiator,TRHR ag
O=C(COC(=O)CCSc1ccccc1)Nc1ccc(F)cc1Cl,1,-7,6,-1.2,-6,-1,-19,-6,-0.2
Cc1ccc(NC(=O)CN2CCOCC2)cc1C,-2,10,8,0.4,3,4,-40*,-2,0.3
Cc1cc(C)cc(C(=O)NCC(=O)OCC(=O)Nc2ccc(C)cc2Br)c1,-19,3,6,-2.0,-7,5,9,-4,-0.3
CCOc1ccccc1NC(=O)CSc1nnc(CNC(=O)c2cc(OC)c(OC)c(OC)c2)o1,-26,1,4,0.6,0,18,16,-1,-0.1
O=C(CC1C(=O)NCCN1Cc1ccccc1C(F)(F)F)NC1CCCCCC1 (stereo not drawn),5,nt,4,nt,-2,nt,8,0,0.0
Nc1nc(N(Cc2ccccc2)Cc2ccccc2)nc(C(F)(F)F)n1,?,-4,9,1.1,3,-4,-34*,-9,2.4
